# High-throughput results deposited in PubChem BioAssay by several laboratories.
# Rpn11 inh = Rpn11 (PSMD14) deubiquitinase inhibitors, primary screen, biochemical, fluorescence polarization, uHTS; calls only at 20 µM; 26S proteasome non-ATPase regulatory subunit 14 (Homo sapiens), O00487; human 26S proteasome, Ub4-pepOG fluorescence polarization; 20S core pre-blocked with epoxomicin; 360,000 tested, 0.59% active;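 active = inhibition at 20 µM, scaled to each plate's controls, above about 33%, limit read from the data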
# CSN inh = inhibitors of CSN-mediated cullin deneddylation, primary screen, biochemical, fluorescence polarization, uHTS; COP9 signalosome complex subunit 5 (Homo sapiens), Q92905; Purified CSN, SCF-Nedd8-OG deneddylation; inhibition, % at 12.5 µM; 360,000 tested, 0.38% active;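 active = pattern-corrected inhibition above about 35%, with an unprinted fluorescence ratio check between 0.5 and 1.5, limit read from the data, passing the limit was not always enough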;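 note: 0% = enzyme with substrate and 100% = substrate without enzyme; some results filed as inactive read as strong as hits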
#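 Assay system: HEK293T-derived human Csn5 enzyme; quantity: 0.24 nM enzyme; medium: Tris/NaCl/DTT buffer, pH 7.5; also added: substrate SCFSkp2-Nedd8OG, 10 nM; doses: 12.5 µM compound; schedule: 90 min reaction at room temperature; signal: FP; read-out: % inhibition of substrate cleavage by Csn5; benchmarks: substrate-only high control, full reaction low control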
# SUMO1 PPI mod = modulators of SUMO1 protein-protein interactions, primary screen, biochemical, uHTS | SUMO1 binding to a labelled peptide, TR-FRET, 1 h | inhibition, % at 20 µM | 360,000 tested, 0.33% active | AID 602429, 2012; in the data active = inhibition above about 37%
# STEP block = STEP phosphatase inhibitors, primary screen, biochemical, fluorescence intensity, uHTS | inhibition, % at 20 µM | recombinant STEP, OMFP fluorogenic substrate | Tyrosine-protein phosphatase non-receptor type 5 (Homo sapiens), P54829 | 360,000 tested, 0.25% active;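 active = inhibition at 20 µM, scaled per plate between control wells, above about 37%, limit read from the data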;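 note: 0% = DMSO with enzyme and substrate and 100% = substrate only without enzyme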
#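 Material: STEP (striatal-enriched tyrosine phosphatase) enzyme, cell-free; Compound dosing: 20 µM single dose in 1% DMSO; Technique: fluorescence read at 480 nm ex / 540 nm em; Times: reaction 20 min, ambient temperature; Medium: 50 mM Bis-Tris pH 6.0 with 2.5 mM DTT and 0.005% Tween 20; Also added: OMFP at 25 µM.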
# DNMT1 inh = human DNMT1 methyltransferase inhibitors, primary screen, biochemical, molecular beacon, fluorescence, HinP1I cleavage, uHTS. inhibition (reported as % activation of signal), % at 10 µM. 360,000 tested, 0.83% active. AID 588458, 2011; in the data active = inhibition above about 50%
# Target sequence (P26358 504-1616 limits assumed): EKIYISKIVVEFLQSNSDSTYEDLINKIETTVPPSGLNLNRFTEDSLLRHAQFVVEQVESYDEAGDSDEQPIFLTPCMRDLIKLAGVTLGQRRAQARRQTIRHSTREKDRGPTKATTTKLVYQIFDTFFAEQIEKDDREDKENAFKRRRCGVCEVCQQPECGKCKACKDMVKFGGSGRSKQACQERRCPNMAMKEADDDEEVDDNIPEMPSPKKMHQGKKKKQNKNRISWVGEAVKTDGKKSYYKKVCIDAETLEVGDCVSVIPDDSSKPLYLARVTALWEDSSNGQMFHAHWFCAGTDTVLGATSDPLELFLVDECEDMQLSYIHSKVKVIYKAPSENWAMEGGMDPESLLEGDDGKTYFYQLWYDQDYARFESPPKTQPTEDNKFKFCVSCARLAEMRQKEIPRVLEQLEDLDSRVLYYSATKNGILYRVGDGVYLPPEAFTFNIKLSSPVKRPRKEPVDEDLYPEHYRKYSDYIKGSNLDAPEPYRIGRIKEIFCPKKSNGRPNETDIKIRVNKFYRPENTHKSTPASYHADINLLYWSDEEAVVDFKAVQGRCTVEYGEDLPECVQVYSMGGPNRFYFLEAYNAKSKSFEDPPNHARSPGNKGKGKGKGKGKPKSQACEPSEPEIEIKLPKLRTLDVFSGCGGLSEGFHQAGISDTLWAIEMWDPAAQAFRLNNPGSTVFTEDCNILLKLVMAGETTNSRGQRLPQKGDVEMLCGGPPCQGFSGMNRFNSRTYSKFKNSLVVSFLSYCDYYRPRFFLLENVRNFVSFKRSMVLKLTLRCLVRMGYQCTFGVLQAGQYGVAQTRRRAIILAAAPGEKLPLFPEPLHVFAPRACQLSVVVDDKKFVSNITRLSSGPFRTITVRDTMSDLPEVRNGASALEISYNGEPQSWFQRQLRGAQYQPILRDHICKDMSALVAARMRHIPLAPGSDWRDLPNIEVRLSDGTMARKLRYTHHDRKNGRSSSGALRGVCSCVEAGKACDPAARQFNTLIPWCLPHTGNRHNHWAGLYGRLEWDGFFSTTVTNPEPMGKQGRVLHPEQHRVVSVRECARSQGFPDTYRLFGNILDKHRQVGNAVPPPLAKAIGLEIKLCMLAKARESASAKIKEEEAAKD
# MsrA inhibitor = bovine MsrA enzyme inhibitors, primary screen, biochemical, absorbance, HTS; purified bovine MsrA, absorbance read-out; inhibition, % at 15.5 µM; 360,000 tested, 0.75% active; AID 651718, 2012; in the data active = inhibition above about 4.5%;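 note: 0% = vehicle wells with enzyme and 100% = reference inhibitor wells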
# Tb MetRS inh = T. brucei MetRS inhibitors, primary screen, biochemical, luminescence. purified T. brucei MetRS, ATP depletion, Kinase-Glo luminescence. methionyl-tRNA synthetase (Trypanosoma brucei brucei). AID 624268, 2012. inhibition, % at 11.9 µM. 360,000 tested, 0.4% active;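 active = inhibition above a per-plate cutoff of the control wells' mean inhibition plus 3 SD, cut at about 5.5% in these data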;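 note: 0% = DMSO wells median and 100% = median of wells with control inhibitor compound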
#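 Material – parasite MetRS enzyme · Medium – HEPES-MgCl2-KCl buffer plus DTT, spermine, BSA, pyrophosphatase · Reagent – ATP, methionine and E. coli bulk tRNA substrates · Times – 15 min enzyme-compound preincubation, 2 h reaction, 10 min detection, 25 °C · Measured by – luminescence of leftover ATP · Evaluation – percent inhibition relative to median high and low control wells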
# Scp-1 inhibitor = Scp-1 phosphatase inhibitors, primary screen, biochemical, colorimetric, uHTS; Carboxy-terminal domain RNA polymerase II polypeptide A small phosphatase 1 (Homo …; Recombinant Scp1, phosphopeptide, malachite green phosphate absorbance; inhibition, % at 20 µM; 340,000 tested, 0.88% active; AID 493091, 2011;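 active = inhibition above about 50% at 20 µM, limit read from the data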;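 note: plate controls were DMSO wells with enzyme for no effect and wells lacking enzyme for full effect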
#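 assay system = SCP-1 phosphatase catalytic domain, residues 76-261 | buffer or medium = 50 mM Tris acetate pH 5.5, 0.005% Tween-20, 10 mM MgCl2 | incubation = enzyme reaction 45 min at room temperature, colour 5 min, stabilisation 30 min | signal = Phosphate-binding colour reagent, absorbance read at 630 nm | measure = % inhibition at 20 µM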
# LMPTP inh = LMPTP phosphatase inhibitors, primary screen, biochemical, fluorescence intensity, uHTS. inhibition, % at 20 µM. 360,000 tested, 0.22% active. recombinant LMPTP-A, OMFP fluorogenic substrate;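 active = compounds that cut the enzyme signal by at least half of the control window in the single-dose screen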;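 note: plate controls were DMSO wells with enzyme plus substrate for no effect and substrate without enzyme for full effect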
#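 test system = LMPTP-A | amount = 0.625 nM LMPTP-A final | reagent = fluorogenic phosphatase substrate OMFP at 400 µM final | incubation = 50 min at room temperature | benchmarks = no-enzyme low control, uninhibited high control | medium = Bis-Tris pH 6.0, DTT, detergent | signal = fluorescence intensity of OMFP turnover product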
# NadD inh = inhibitors of S. aureus NadD, primary screen, biochemical, colorimetric, uHTS; Nicotinate-nucleotide adenylyltransferase NadD (Staphylococcus aureus N315); 360,000 tested, 0.78% active; inhibition, % at 20 µM; purified NadD enzyme, colorimetric absorbance read-out; in the data active = inhibition above about 26%; note: some compounds past the cut are filed as inactive
# Numbers without * were called inactive; i = inactive; / = not tested or not shown.
nr	molecule	Scp-1 inhibitor	SUMO1 PPI mod	Tb MetRS inh	DNMT1 inh	CSN inh	NadD inh	STEP block	MsrA inhibitor	LMPTP inh	Rpn11 inh
1	O=C(NC1CCN(Cc2ccccc2)CC1)c1ccc(CS(=O)c2ccc(F)cc2)o1 (centres undefined)	-5.7	4.5	0.1	-1.4	1.6	-1.2	-1.7	0.6	-1.5	i
2	O=C(Oc1ccc(C(=S)N2CCOCC2)cc1)c1ccccc1[N+](=O)[O-]	-8.3	-22.9	0.2	3.6	-3.1	-6.0	0.8	-1.1	1.3	i
3	Cn1c(=O)[nH]c(=O)c2c1nc(SCC(=O)O)n2CCCc1ccccc1	-1.1	11.7	-0.9	3.0	1.6	-4.9	-1.8	-0.3	-2.6	i
4	CCC(C)NC(=O)CCn1c(-c2ccc(F)cc2)cc(C(C)=O)c1C (centres undefined)	-1.8	0.2	-0.5	1.2	-0.7	-6.4	0.0	-1.5	0.0	i
5	CC(C)NC(=O)N(C)C[C@H]1Oc2ccc(NC(=O)C3CCCCC3)cc2C(=O)N([C@H](C)CO)C[C@@H]1C	-0.3	0.2	-0.2	7.5	0.9	2.7	-5.0	-0.4	-0.9	i
6	O=C(Nc1cccc(S(=O)(=O)N2CCOCC2)c1)c1ccc(N2CCOCC2)c([N+](=O)[O-])c1	0.3	-21.8	-0.3	7.2	-12.2	-1.3	-3.6	0.1	-1.0	i
7	COc1cccc(C#Cc2cnc3c(c2)C(=O)N([C@@H](C)CO)C[C@H](C)[C@H](CN(C)C(=O)C2CCC2)O3)c1	/	-0.3	0.0	8.3	4.5	4.0	-2.0	3.0	-1.2	i
8	COCCN(C(=O)COC(=O)/C=C/c1ccc(C)o1)c1c(N)n(Cc2ccccc2)c(=O)[nH]c1=O	2.4	-18.2	-0.2	-1.2	0.6	12.5	1.0	2.1	-0.2	i
9	Cc1[nH]c(=S)[nH]c(=O)c1Cc1ccccc1	-2.7	2.1	-0.2	6.1	2.5	2.4	-0.9	-0.1	-1.1	i
10	COC(=O)c1nn(-c2ccc(OC)cc2)c(=O)cc1Sc1ccc(C)cc1	-2.5	-15.1	-0.2	-7.6	-2.4	-7.7	9.9	0.2	-0.2	i
11	CC1(C)Cc2cccc(OCC(=O)NCc3ccccc3)c2O1	-2.3	-2.1	-0.4	-1.6	-4.7	0.0	-1.8	0.5	0.1	i
12	CC(C)(C)OC(=O)NCc1ccc(CNC(=O)c2nc[nH]c2C(=O)N2CCc3ccccc3C2)cc1	1.9	6.1	-0.4	-8.5	-2.2	13.5	-2.3	-0.4	-0.6	i
13	COc1ccc(OC)c(NC(=O)CSc2nnc(Cc3cccn3C)n2CCc2ccccc2)c1	3.1	0.5	-1.2	-1.9	4.5	0.5	0.8	0.3	-0.4	i
14	CC12C=CC3(CN(Cc4ccccc4)C(=O)C3C1C(=O)NC1CC1)O2 (centres undefined)	-2.8	-4.6	0.2	4.5	1.6	-4.7	-0.8	-1.4	-0.9	i
15	CN(CC(=O)Nc1ccc(F)cc1)C(=O)COC(=O)c1cc(S(=O)(=O)N(C)C)ccc1N1CCCC1	-4.2	2.8	-0.2	-2.2	-6.2	9.5	2.1	0.9	0.7	i
16	CCOc1ncccc1C(=O)N1CCN(Cc2ccc3c(c2)OCO3)CC1	4.6	0.0	-0.6	0.3	-2.9	0.8	3.1	0.7	-2.0	i
17	CCOC(=O)c1cnc(-n2[nH]c(C)c(Cc3ccccc3)c2=O)[nH]c1=O	0.6	1.8	0.6	-1.2	-9.6	5.0	3.9	2.2	0.4	i
18	CC(=O)c1c(C)[nH]c(C(=O)OCC(=O)c2ccc(C)s2)c1C	3.5	-8.6	-0.4	-0.3	-3.5	-8.8	2.3	1.1	-0.3	i
19	Cc1c(C(=O)N2CCCC2)c(S(=O)(=O)Nc2cccc(Br)c2)c(C)n1C	2.9	-0.5	0.0	5.3	-0.9	0.5	0.0	0.2	-1.5	i
20	COc1ccc(OC)c(/C=C/C(=O)NC2=NCCS2)c1	-2.9	-15.9	-0.5	-3.3	-3.1	-5.8	4.2	0.2	-0.9	i
21	CCOC(=O)C(C)Oc1ccc(NC(=O)C(Cl)Cl)cc1 (centres undefined)	-3.3	-2.5	0.5	1.8	-5.5	-1.1	-1.3	0.3	-1.7	i
22	O=C(O)CCc1nnc(SCC(=O)Nc2ccc(Cl)c(C(F)(F)F)c2)[nH]c1=O	-2.5	15.6	1.6	-0.5	4.4	-6.2	-1.7	0.9	-1.6	i
23	CCCCC1CCC(C(=O)N(CCOC)c2c(N)n(CCCC)c(=O)[nH]c2=O)CC1 (centres undefined)	-4.0	5.7	-0.4	0.1	-2.3	-5.2	-1.8	-0.8	-0.9	i
24	COc1cc(C2NC(=O)NC(C)=C2C(=O)OCc2ccc(C)cc2)cc(OC)c1O (centres undefined)	-5.2	-0.1	0.0	1.0	-0.8	3.8	1.8	-1.4	-0.2	i
25	CCCC(=O)Nc1ccc2c(c1)nc1n2CCN(C2CCCCC2)C1	-3.9	-11.7	0.4	-14.9	4.6	4.0	-2.8	0.7	0.1	i
26	N#Cc1c(Cl)nc(N/N=C/c2ccccc2)c(Cl)c1Cl	-6.7	-0.7	-0.7	1.2	-3.5	-7.0	-3.3	2.1	-1.2	i
27	CC(C)OC(=O)CC1C(=O)NCCN1C(=O)COc1ccc(C(C)(C)C)cc1 (centres undefined)	-5.8	0.2	0.0	2.1	-0.2	1.7	-2.2	0.1	0.6	i
28	CN(C)CCNC(=O)c1cccc2ccc(-c3ccc(-c4ccccc4)cc3)nc12	2.2	24.0	-0.3	28.0	-0.6	1.2	2.2	-0.5	2.0	i
29	CC(C)NC(=O)C1CCN(Cc2cnn(-c3ccccc3)c2-n2cccc2)CC1	0.8	16.2	-0.1	1.0	3.2	-0.6	1.6	0.0	-3.4	i
30	COc1ccc(NC(=O)COC(=O)/C=C/c2ccccc2[N+](=O)[O-])cc1OC	-6.8	-15.4	-0.5	1.3	-0.6	-2.1	-1.7	1.1	0.7	i

# Other records follow:
nr	molecule	Scp-1 inhibitor	SUMO1 PPI mod	Tb MetRS inh	DNMT1 inh	CSN inh	NadD inh	STEP block	MsrA inhibitor	LMPTP inh	Rpn11 inh
31	CN(c1cccc(NS(=O)(=O)c2cccs2)c1)S(C)(=O)=O	-7.2	1.9	-0.3	3.4	-1.1	-4.2	-5.2	0.9	-1.6	i
32	COC(=O)c1cc(=O)nc2sc(-c3ccc(F)cc3)nn12	7.1	-3.4	-0.5	-2.0	1.4	0.9	9.2	/	-1.8	i
33	NC(=O)CSc1ncnc2c1cnn2Cc1ccccc1	13.7	4.2	-0.5	-2.2	1.0	6.3	-0.7	-0.8	-0.2	i
34	N#Cc1c(-c2ccccc2Cl)c2c([nH]c1=O)-c1ccccc1OC2	-0.7	-12.0	0.4	-3.9	5.5	5.0	2.8	-0.7	0.6	i
35	CN(C)Cc1ccccc1Cc1ccccc1	-5.5	-0.1	-0.7	1.6	0.3	-1.5	-0.8	1.2	-2.6	i
36	Cc1ccc(-c2[nH]ncc2C(=O)c2ccc(Br)cc2)c(O)c1	-7.1	-3.5	-0.8	-1.9	4.6	-9.2	-1.8	-0.3	0.7	i
37	CNc1nc(NC)c2cn[nH]c2n1	-7.6	-2.1	-0.1	-0.2	2.1	2.5	-1.6	-0.8	63.0*	i
38	O=C(Nc1ccc(F)cc1)c1cccnc1	-6.2	-3.8	-0.8	5.0	0.8	0.4	0.0	0.8	-1.4	i
39	Cc1cccc(CNC(=O)CCn2ccc3cc(S(=O)(=O)N4CCCC4)ccc32)c1	-9.1	-1.1	0.2	-1.3	-2.4	-4.8	-0.8	0.6	2.0	i
40	CCCOc1ccc(C2C(C(=O)c3ccc(C)o3)=C(O)C(=O)N2Cc2ccco2)cc1 (centres undefined)	-2.0	-2.2	0.1	3.7	8.3	16.1	5.9	0.7	42.0	i
41	COc1cccc(Nc2c(F)c(OC)c(F)c(F)c2C(=O)O)c1	-7.3	2.8	-0.8	2.9	-6.0	-2.0	-2.0	-0.7	-1.2	i
42	NC(=O)CC[C@H](NC(=O)c1ccc(F)cc1)C(=O)OCC(=O)NCc1ccc2c(c1)OCO2	-7.6	4.7	0.3	-3.6	1.7	1.9	-3.1	0.2	-1.1	i
43	CCCN1CC(=O)N2Cc3[nH]c4ccccc4c3C[C@H]2C1=O	2.2	-4.1	1.5	0.9	1.5	-6.4	-1.1	0.6	-2.1	i
44	CCc1nnc(NS(=O)(=O)c2ccc(NC(=S)NC(=O)/C=C/c3ccc(F)cc3)cc2)s1	-1.7	22.4	0.5	-1.9	15.3	30.7*	2.0	0.5	1.9	i
45	O=C(CCS(=O)(=O)c1cc(Br)cc2c1N(C(=O)C1CC1)CC2)N1CCN(c2ccccn2)CC1	-5.4	1.4	0.4	2.0	-1.1	-0.4	-2.2	0.1	0.5	i

# Structures listed so far that bear a hit mark in NadD inh:
nr	molecule	Scp-1 inhibitor	SUMO1 PPI mod	Tb MetRS inh	DNMT1 inh	CSN inh	NadD inh	STEP block	MsrA inhibitor	LMPTP inh	Rpn11 inh
44	CCc1nnc(NS(=O)(=O)c2ccc(NC(=S)NC(=O)/C=C/c3ccc(F)cc3)cc2)s1	-1.7	22.4	0.5	-1.9	15.3	30.7*	2.0	0.5	1.9	i

# Copied from the list.
# `CCCOc1ccc(C2C(C(=O)c3ccc(C)o3)=C(O)C(=O)N2Cc2ccco2)cc1` (centres undefined) – DNMT1 inh = 3.7
# `N#Cc1c(-c2ccccc2Cl)c2c([nH]c1=O)-c1ccccc1OC2` – STEP block = 2.8
# `O=C(Nc1ccc(F)cc1)c1cccnc1` – Scp-1 inhibitor = -6.2
